NadD block – inhibitors of S. aureus NadD, primary screen, biochemical, colorimetric, uHTS. Nicotinate-nucleotide adenylyltransferase NadD (Staphylococcus aureus N315). purified NadD enzyme, colorimetric absorbance read-out. inhibition, % at 20 µM. 360,000 tested, 0.78% active. AID 602399, 2012; in the data active = inhibition above about 26%; note: some compounds past the cut are filed as inactive
CSN deneddyl inh – inhibitors of CSN-mediated cullin deneddylation, primary screen, biochemical, fluorescence polarization, uHTS | COP9 signalosome complex subunit 5 (Homo sapiens), Q92905 | Purified CSN, SCF-Nedd8-OG deneddylation | inhibition, % at 12.5 µM | 360,000 tested, 0.38% active | AID 651999, 2013;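 active = pattern-corrected inhibition above about 35%, with an unprinted fluorescence ratio check between 0.5 and 1.5, limit read from the data, passing the limit was not always enough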;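 note: 0% = enzyme with substrate and 100% = substrate without enzyme; some results filed as inactive read as strong as hits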
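assay system = purified human Csn5 enzyme expressed in HEK293T cells | amount = 0.24 nM enzyme | buffer or medium = Tris/NaCl/DTT buffer, pH 7.5 | reagent = 10 nM SCFSkp2-Nedd8OG | compound = one concentration, 12.5 µM, 0.25% DMSO | times = 90 min reaction at room temperature | signal = FP | read-out basis = % inhibition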
Rpn11 inh – Rpn11 (PSMD14) deubiquitinase inhibitors, primary screen, biochemical, fluorescence polarization, uHTS; 26S proteasome non-ATPase regulatory subunit 14 (Homo sapiens), O00487; human 26S proteasome, Ub4-pepOG fluorescence polarization; 20S core pre-blocked with epoxomicin; calls only at 20 µM; 360,000 tested, 0.59% active;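 active = inhibition at 20 µM, scaled to each plate's controls, above about 33%, limit read from the data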
DNMT1 block – human DNMT1 methyltransferase inhibitors, primary screen, biochemical, molecular beacon, fluorescence, HinP1I cleavage, uHTS; DNA (cytosine-5)-methyltransferase 1 (Homo sapiens), P26358; inhibition (reported as % activation of signal), % at 10 µM; 360,000 tested, 0.83% active; in the data active = inhibition above about 50%
LMPTP inh – LMPTP phosphatase inhibitors, primary screen, biochemical, fluorescence intensity, uHTS; 360,000 tested, 0.22% active; recombinant LMPTP-A, OMFP fluorogenic substrate; AID 651560, 2012; Low molecular weight phosphotyrosine protein phosphatase (Homo sapiens), P24666; inhibition, % at 20 µM;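 active = compounds that cut the enzyme signal by at least half of the control window in the single-dose screen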;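 note: plate controls were DMSO wells with enzyme plus substrate for no effect and substrate without enzyme for full effect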
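material = LMPTP-A | quantity = 0.625 nM enzyme | reagent = OMFP substrate, 400 µM final | buffer or medium = Bis-Tris pH 6.0, DTT, detergent | detection = endpoint fluorescence intensity from OMFP dephosphorylation | dosing = single 20 µM dose | read-out basis = % inhibition relative to no-enzyme and uninhibited control wells | control set = no-enzyme and uninhibited controls | timing = 50 min at room temperature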
STEP inh – STEP phosphatase inhibitors, primary screen, biochemical, fluorescence intensity, uHTS; Tyrosine-protein phosphatase non-receptor type 5 (Homo sapiens), P54829; recombinant STEP, OMFP fluorogenic substrate; inhibition, % at 20 µM; 360,000 tested, 0.25% active;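 active = inhibition at 20 µM, scaled per plate between control wells, above about 37%, limit read from the data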;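 note: 0% = DMSO with enzyme and substrate and 100% = substrate only without enzyme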
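Assay system: isolated STEP enzyme / Timing: 20 min at room temperature, dark / Doses: 20 µM, 1% DMSO / Technique: fluorescence intensity, excitation 480 nm, emission 540 nm / Reagent: fluorogenic phosphatase substrate OMFP at 25 µM final / Measure: percent inhibition scaled to no-enzyme and uninhibited-enzyme controls, plate-pattern corrected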
SUMO1 PPI mod – modulators of SUMO1 protein-protein interactions, primary screen, biochemical, uHTS | SUMO1 binding to a labelled peptide, TR-FRET, 1 h | inhibition, % at 20 µM | 360,000 tested, 0.33% active; in the data active = inhibition above about 37%
Target sequence (P63165 whole entry, looked up): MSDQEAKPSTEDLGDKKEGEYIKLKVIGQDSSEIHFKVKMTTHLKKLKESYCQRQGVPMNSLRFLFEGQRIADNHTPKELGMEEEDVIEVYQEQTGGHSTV
Tb MetRS inh – T. brucei MetRS inhibitors, primary screen, biochemical, luminescence | AID 624268, 2012 | 360,000 tested, 0.4% active | methionyl-tRNA synthetase (Trypanosoma brucei brucei) | inhibition, % at 11.9 µM | purified T. brucei MetRS, ATP depletion, Kinase-Glo luminescence;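 active = inhibition above a per-plate cutoff of the control wells' mean inhibition plus 3 SD, cut at about 5.5% in these data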;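 note: 0% = DMSO wells median and 100% = median of wells with control inhibitor compound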
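Material: T. brucei methionyl-tRNA synthetase, purified; reagent: substrates ATP, L-methionine and bulk Escherichia coli tRNA; dosing: 11.9 µM single point; timing: 15 min plus 2 h at 25 °C; detection: luminescence of leftover ATP; evaluation: % inhibition; control set: DMSO-only wells as low control; replicates: singlicate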
MLLE-PAM2 inh – inhibitors of PABP1 MLLE–PAM2 peptide binding, primary screen, biochemical, fluorescence polarization, FITC-PAM2, GST-MLLE; Polyadenylate-binding protein 1 (Homo sapiens), P11940; 360,000 tested, 0.36% active; inhibition, % at 20 µM; in the data active = inhibition above about 35%, passing the limit was not always enough;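 note: plate controls were DMSO wells with GST-MLLE for no effect and wells lacking GST-MLLE protein for full effect; some results filed as inactive read as strong as hits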
Target sequence (P11940 whole entry, looked up): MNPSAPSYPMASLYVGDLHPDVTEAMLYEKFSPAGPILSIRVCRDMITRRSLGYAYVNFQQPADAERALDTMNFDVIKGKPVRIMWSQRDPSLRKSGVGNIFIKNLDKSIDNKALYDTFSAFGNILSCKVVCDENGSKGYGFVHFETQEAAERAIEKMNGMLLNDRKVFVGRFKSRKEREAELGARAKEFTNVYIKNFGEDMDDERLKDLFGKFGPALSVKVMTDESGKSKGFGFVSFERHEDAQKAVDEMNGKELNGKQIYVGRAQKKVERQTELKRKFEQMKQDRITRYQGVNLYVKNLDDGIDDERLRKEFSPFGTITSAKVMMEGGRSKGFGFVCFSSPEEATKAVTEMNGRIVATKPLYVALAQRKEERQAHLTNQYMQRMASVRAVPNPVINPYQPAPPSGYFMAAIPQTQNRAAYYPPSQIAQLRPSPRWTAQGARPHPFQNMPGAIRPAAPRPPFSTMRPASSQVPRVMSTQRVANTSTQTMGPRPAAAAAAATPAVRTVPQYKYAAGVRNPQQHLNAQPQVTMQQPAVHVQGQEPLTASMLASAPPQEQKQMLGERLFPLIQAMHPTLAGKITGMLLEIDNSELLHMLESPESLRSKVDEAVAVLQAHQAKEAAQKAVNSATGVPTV
Scp-1 inhibitor – Scp-1 phosphatase inhibitors, primary screen, biochemical, colorimetric, uHTS; Carboxy-terminal domain RNA polymerase II polypeptide A small phosphatase 1 (Homo …; Recombinant Scp1, phosphopeptide, malachite green phosphate absorbance; inhibition, % at 20 µM; 340,000 tested, 0.88% active;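 active = inhibition above about 50% at 20 µM, limit read from the data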;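 note: plate controls were DMSO wells with enzyme for no effect and wells lacking enzyme for full effect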
Target sequence (Q9GZU7 76-261 limits assumed): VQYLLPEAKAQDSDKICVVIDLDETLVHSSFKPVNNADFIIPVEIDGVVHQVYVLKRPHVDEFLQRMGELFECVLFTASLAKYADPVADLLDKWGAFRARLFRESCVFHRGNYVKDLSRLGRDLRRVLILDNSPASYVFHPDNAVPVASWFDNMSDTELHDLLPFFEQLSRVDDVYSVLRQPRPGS
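Assay system: SCP-1 catalytic fragment, aa 76-261 | Buffer or medium: Tris acetate buffer pH 5.5 with MgCl2 and Tween-20 | Compound: One concentration, 20 µM, with 1.0% DMSO | Also added: Phospho 17-mer peptide substrate | Signal: Absorbance at 630 nm | Incubation: 45 min enzyme reaction at room temperature | Measure: % inhibition of SCP-1 phosphate liberation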
* = called active by the depositor; i = inactive; x = no result given; + = active, no number.

SMILES	NadD block	CSN deneddyl inh	Rpn11 inh	DNMT1 block	LMPTP inh	STEP inh	SUMO1 PPI mod	Tb MetRS inh	MLLE-PAM2 inh	Scp-1 inhibitor
O=C(NCCc1ccccc1)C(=O)N/N=C/c1ccc2c(c1)OCO2	7	-2	i	11	1.1	-2	1	-1.1	-11	-3
N#Cc1nc(Cc2ccccc2)oc1NCc1ccccc1Cl	-11	-1	i	-6	1.3	1	-1	-0.4	-7	-20
COc1cc(C2Nc3cccc4cccc(c34)N2)ccc1OC(C)=O	47*	3	i	-9	10	14	16	-0.2	19	0
CCn1c(SCC(=O)NC)nnc1C(C)C	0	2	i	2	-0.9	-3	1	-0.3	12	3
CCOC(=O)N1CCN(C(=O)CSC2=NS(=O)(=O)c3cc(Cl)ccc3N2)CC1	6	3	i	0	-1.6	-1	1	-0.4	4	3
CC/C(=N\NC(=O)CSCc1ccccc1Br)c1ccc2c(c1)OCCO2	-4	8	i	6	2.0	-1	-2	0.0	-2	-5
NS(=O)(=O)c1ccc(NC(=O)c2cc(Cl)sc2Cl)cc1	2	4	i	1	0.6	-2	5	-0.8	-3	-1
CC(=O)Nc1ccc2nc(N)sc2c1	-6	0	i	0	-1.2	-3	3	-0.6	0	-5
Cc1ccc2nc(-c3ccccc3)c(CN3CCSCC3)n2c1	1	-1	i	-1	6.2	-1	0	0.2	5	-4
O=C(NNC(=S)NCc1ccco1)c1ccc(S(=O)(=O)N2CCOCC2)cc1	-3	-2	i	1	-0.1	-2	1	-0.6	-20	-12
CCOc1cc(C2C(C#N)=C(N)Oc3n[nH]c(C)c32)ccc1OCCN1CCOCC1 (stereo not given)	-4	2	i	-2	-0.1	0	-3	0.5	11	-8
OC(c1cccc(F)c1)c1ncc(-c2ccc(Oc3ccccc3)cc2)[nH]1 (stereo not given)	9	2	i	-12	4.0	2	3	-0.2	4	x
CC(=O)c1cccc(NS(=O)(=O)N(C)C)c1	-7	0	+	-1	-1.2	5	0	-1.3	7	-2
COc1cc(OC)c(OC)cc1CN1CCN(Cc2cccc(F)c2)CC1	1	0	i	11	-1.5	0	-2	-0.4	-7	6
CCN(CC)C(=O)C1=C(C)N(Cc2ccc(F)cc2)C(=O)C(CC(=O)NCCc2ccccn2)C1 (stereo not given)	0	1	i	0	-0.5	-1	-3	0.5	-2	x
Cc1nnc(SCC(=O)N2c3ccccc3Sc3ccccc32)n1N	-3	-1	i	3	-1.5	-10	0	-0.8	-4	-4
O=C(NC1CCCCC1)Sc1ccc(Cl)cc1	-4	0	i	0	1.4	2	-7	-1.0	32	-7
CCOCCCNC(=O)Cc1ccc(Br)cc1	-8	-15	i	2	-1.4	1	-2	-0.1	-2	-9
N#CC(c1ccc(O)cc1)N1CCCCC1 (stereo not given)	1	-3	i	-4	-1.6	2	11	-0.7	11	-3
O=C(COC(=O)/C=C/c1ccccc1Cl)NC(=O)NCc1ccccc1	-6	-2	i	-1	-0.1	2	1	-0.2	16	-9
O=C1N=c2ccccc2=C1c1c(O)[nH]c2c(C(F)(F)F)cccc12	-5	-1	i	0	1.9	1	2	-0.3	11	-7
COc1cc(OC)c(C(=O)Nc2cccc(C(C)=O)c2)cc1OC	-7	4	i	-2	-1.3	2	2	-1.4	-2	-12
CCCn1c(N)c(N(CCOC)C(=O)c2ccc(S(=O)(=O)N3CCOCC3)cc2)c(=O)[nH]c1=O	3	-1	i	0	-0.8	0	0	-0.3	-3	-7
CS(=O)(=O)N(CC(=O)N1CCCC1)c1ccccc1F	-6	3	i	0	-3.0	-1	-4	-0.6	8	-9
CC(C)(C)OC(=O)[C@H](CCCCN)NC(=O)c1nc[nH]c1C(=O)N[C@@H](CCCCN)C(=O)OC(C)(C)C	-5	-4	i	2	-3.9	-2	2	-0.3	5	0
Cc1ccc(C2C=C(c3ccccc3OC(F)F)Nc3ncnn32)cc1 (stereo not given)	3	3	i	-2	-1.3	-1	-11	-1.3	10	3
COc1cc(C(=O)N(Cc2cccnc2)Cc2cc3cc4c(cc3[nH]c2=O)OCCO4)cc(OC)c1OC	1	4	i	0	1.3	-1	2	-0.4	-5	-2
Cc1cc(Nc2ccccc2)n(CCC#N)n1	5	3	i	0	-0.3	2	2	-0.4	-9	-10
COc1ccc(OCC(=O)N2c3ccccc3CC2C)c([N+](=O)[O-])c1 (stereo not given)	-1	2	i	-4	-0.1	2	-25	0.0	3	-12
CCn1c(C)c(C)c2cc(C(=O)NCCCN3CCOCC3)ccc21	-6	1	i	2	0.3	1	3	-0.2	-7	-7
CSc1ccc(/C=N/Nc2ccc(Cl)c(C(=O)O)c2)cc1	-2	-2	i	3	-0.1	5	-10	0.3	15	-1
CC(=O)OCC1OC(n2ncc(=O)n(Cc3ccccc3)c2=O)C(OC(C)=O)C1OC(C)=O (stereo not given)	1	-1	i	2	-0.2	-2	1	-0.7	5	-1
O=C(CCn1nc(-c2ccc(Cl)cc2)ccc1=O)NCc1ccccn1	2	-2	i	2	2.6	2	-8	0.3	2	12
CC(=O)c1c(C)[nH]c(C(=O)NCCc2c[nH]c3ccccc23)c1C	-4	-5	i	1	-0.4	1	0	-0.4	-13	-8
CN(C)c1ccc(NC(=O)CN2CCN(S(=O)(=O)c3cc(Cl)ccc3Cl)CC2)cc1	3	0	i	-4	0.3	2	2	-1.5	3	4
CN(C(=O)c1cc([N+](=O)[O-])ccc1N1CCCC1)C1CCCCC1	-6	5	i	3	1.8	0	-29	-0.2	-6	-2
CN(Cc1ccccc1)C(=S)NC(=O)c1ccc(-c2ccccc2)cc1	4	-3	i	1	1.6	6	-1	-0.3	20	-8
Cc1c(C(=O)NN2CCN(C)CC2)cccc1[N+](=O)[O-]	1	2	i	0	-1.1	0	-1	-0.4	-8	4
CCc1ccc(OCC(=O)Nc2nnc(-c3ccco3)s2)cc1	1	6	i	14	-0.1	4	-2	-0.2	-10	2
CN(C(=O)n1cnc2ccccc21)c1ccccc1	-11	-1	i	2	0.2	-4	1	-0.5	6	-5
O=C(NCc1ccccc1CN1CCCC1)C1CCN(S(=O)(=O)c2ccc(F)c(F)c2)CC1	-4	-3	i	-2	-0.7	9	5	-0.4	-2	-4
O=C(O)CN1C(=O)NC2(CCc3ccccc32)C1=O (stereo not given)	-6	7	i	10	-1.0	-4	-1	-0.4	-3	-1
CCOC(=O)c1[nH]c(C)c(C(=O)N2CCN(c3ccc(F)cc3)CC2)c1C	-2	-3	i	-4	0.8	-2	-2	0.0	26	-6
COc1cccc2c(C)cc(N3CCCCCC3)nc12	-5	-4	i	-2	1.6	-5	7	-0.6	-15	6
CCOc1ccc(N(CC(=O)NCCSCc2ccc(C)cc2)S(C)(=O)=O)cc1	-4	-2	i	0	-1.3	-1	4	0.0	4	-5
Cc1cnc(C)c(N2CCN(Cc3nc(-c4cccc(F)c4F)oc3C)CC2)n1	-2	8	i	-8	-1.3	1	-3	-0.5	-3	-19
COc1cc(OC)c2cc[nH]c2c1	0	3	i	0	-1.4	9	-4	-1.3	-3	8
O=C(COc1ccccc1)N1CCN(c2ccc([N+](=O)[O-])c(N3CCCCC3)c2)CC1	0	-1	i	-6	4.7	4	-26	-0.8	-10	1
COc1cccc(/C=N/NC(=O)C(C)n2nnc3ccccc32)c1 (stereo not given)	0	-5	i	0	-0.4	1	-2	-0.3	1	-10
